BRCA1 expr act – activators of BRCA1 expression. MCF7-BRCA1-FFLuc reporter, luminescence, 48 h; response scale: scaled: vehicle 0%, 10 µM genistein 100%. Potency, µM (highest dose often 46.1 µM), without a hit: at the top dose activation, hits mostly activators. hit rate 1.1% among 380,000; further: potency means the concentration at half of the fitted maximal effect; nearly all actives have a fitted effect of over 80% in size; some results filed as inactive show a strong effect at the top dose
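Activators of BRCA1 expression were detected as increased firefly luciferase luminescence in engineered MCF7 cells after 48 h compound incubation. Signals were scaled to genistein 10 microM as full activation.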
NPC1 promoter act – NPC1 promoter activation. Potency, µM (highest dose often 9.22 µM), inactives show top-dose activation, usual class: activators. Huh7 NPC1 promoter luciferase reporter, 24 h. hit rate 2.4% among 320,000. AID 485313;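 further: potency means the concentration at half of the fitted maximal effect; % of control where 0% means no effect; nearly all actives have a fitted effect of over 60% in size; reporter is driven by a mutant NPC1 promoter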
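Luciferase expression driven by the NPC1 promoter was measured in stably transfected Huh7 cells after a 24 h compound incubation, using a luciferase reagent and a luminescence read.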
RORgamma inh – blocks mouse ROR gamma transcriptional activity. P51450. Drosophila S2 Gal4-RORgamma UAS-luciferase reporter, 20 h. AID 2551. Potency, µM (titrated, usually from 53.6 µM), inactives show top-dose activity change, negative = inhibition, most hits filed as inhibitors. hit rate 5.4% among 310,000; further: potency means the concentration at half of the fitted maximal effect; on the % scale 0 is the no-effect control and ±100 the full control effect; nearly all actives have a fitted effect of over 60% in size
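ROR gamma transcriptional activity was tracked as Gal4-UAS luciferase output in stably transfected Drosophila Schneider cells, with compound added 1 hr before 700 uM copper sulfate induction and a 20 hr ambient-temperature incubation.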
TRPV1 ag – activates the human vanilloid receptor TRPV1. TRPV1-expressing cells, Fluo-8 calcium influx, agonist mode. activation, % at 8.33 µM. hit rate 0.19% among 320,000. AID 540275; in the data active means activation above about 80%; inconclusive means between about 30% and that limit; further: 0% is about no effect
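Fluo-8 calcium influx in TRPV1-expressing cells, kinetic read (ex 480/em 520 nm). Compound added and read 3 min for agonist activity, followed by capsaicin at EC20 final and 2 min further read for enhancement.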
VP16 counter – inhibits Gal4-VP16 luciferase reporter, ROR gamma counter-screen. Drosophila S2 Gal4-VP16 UAS-luciferase, luminescence, 20 h. Potency, µM (series often up to 53.6 µM), inactives show top-dose activity, negative = inhibition, usual class: inhibitors. hit rate 3.5% among 310,000;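 further: Gal4-VP16 expression switched on by copper sulfate through the metallothionein promoter; potency means the concentration at half of the fitted maximal effect; on the % scale 0 is the no-effect control and ±100 the full control effect; nearly all actives have a fitted effect of over 50% in size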
FLuc modulator – firefly luciferase modulation, counter-screen for miR-21 project. P08659. purified FLuc, Km substrates, luminescence inhibition. Potency, µM (doses to about 57.5 µM), without a hit: at the top dose activity change, negative = inhibition, most hits filed as inhibitors. hit rate 6.9% among 360,000. AID 588342;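 further: potency means the concentration at half of the fitted maximal effect; plate controls were vehicle for no effect and reference inhibitor for full effect; nearly all actives have a fitted effect of over 55% in size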
Target sequence (P08659 whole entry, looked up): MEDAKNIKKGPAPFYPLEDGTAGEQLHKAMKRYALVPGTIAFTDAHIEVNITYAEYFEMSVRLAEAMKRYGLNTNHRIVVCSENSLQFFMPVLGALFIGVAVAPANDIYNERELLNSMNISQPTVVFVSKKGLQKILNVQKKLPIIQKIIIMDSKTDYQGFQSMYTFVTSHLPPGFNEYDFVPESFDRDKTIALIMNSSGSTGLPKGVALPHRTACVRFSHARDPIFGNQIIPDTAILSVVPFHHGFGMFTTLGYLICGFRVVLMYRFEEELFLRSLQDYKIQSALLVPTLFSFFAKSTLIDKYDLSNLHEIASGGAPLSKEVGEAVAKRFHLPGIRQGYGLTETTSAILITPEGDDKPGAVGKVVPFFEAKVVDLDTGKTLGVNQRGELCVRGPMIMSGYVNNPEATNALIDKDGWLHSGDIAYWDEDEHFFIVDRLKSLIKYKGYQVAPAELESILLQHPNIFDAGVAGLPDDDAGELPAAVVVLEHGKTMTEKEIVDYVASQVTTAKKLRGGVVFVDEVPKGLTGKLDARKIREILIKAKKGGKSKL
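Purified P. pyralis luciferase, 10 nM final, with Km-level 10 uM D-luciferin and 10 uM ATP in 50 mM Tris acetate pH 7.5, 10 mM Mg acetate, 0.01% Tween-20, 0.05% BSA; 6-point qHTS titration about 60 µM downward; luminescence read.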
p53 reactivation – re-activators of mutant p53. hit rate 0.063% among 320,000. H1299 p53-A138V BP100-luciferase reporter, luminescence, 24 h. Potency, µM (series often up to 92.2 µM), for inactives: top-dose activity change, positive = activation, actives largely listed as activators. AID 504706; further: potency means the concentration at half of the fitted maximal effect; % of control where 0% means no effect; nearly all actives have a fitted effect of over 45% in size
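p53-null H1299 cells stably carrying temperature-sensitive p53-A138V and a BP100-luciferase reporter were pinned with compounds (4-point, 1:5 series) and held 24 hrs at 37 deg C. Luminescence was read 10 min after detection reagent.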
ELG1 DNA repair – inhibitors of ELG1-dependent DNA repair in HEK293T cells | HEK293T ELG1-luciferase reporter, luminescence, 16 h; DNA damage induced by 5-fluorouridine | Potency, µM (top dose mostly 46.1 µM), without a hit: at the top dose activity change, negative = inhibition, hits mostly inhibitors | hit rate 2.3% among 330,000 | AID 504467; further: potency means the concentration at half of the fitted maximal effect; on the % scale 0 is the no-effect control and ±100 the full control effect; nearly all actives have a fitted effect of over 55% in size
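Quantitative HTS, concentration-response format. 2,000 cells/well co-treated with 5-fluorouridine and compound, 16 hr in 5% CO2 at 37 °C; ONE-Glo luminescence read after 30 min.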
Rab9 promoter act – activators of Rab9 promoter; Huh7 Rab9 promoter-luciferase reporter, luminescence, 24 h; Potency, µM (doses to about 9.22 µM), for the others: top-dose activation, negative = inhibition, most hits filed as activators; hit rate 2.8% among 320,000; further: potency means the concentration at half of the fitted maximal effect; % of control where 0% means no effect; nearly all actives have a fitted effect of over 60% in size
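Steps: seed 1500 Huh7 Rab9-luc cells per well, rest 2 h at 37 °C; add compound in DMSO; incubate 24 h; add luciferase reagent, 10 min ambient; read luminescence.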
Tb PFK block – inhibitors of T. brucei phosphofructokinase; hit rate 0.17% among 330,000; T. brucei PFK, ADP-Glo luminescence; Potency, µM (highest dose often 57.5 µM), for inactives: at the highest dose activity, negative = inhibition, most hits filed as inhibitors;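 further: potency means the concentration at half of the fitted maximal effect; 0% = uninhibited 1x PFK enzyme wells and -100% = no-enzyme wells; nearly all actives have a fitted effect of over 60% in size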
Target sequence (O15648 whole entry, looked up): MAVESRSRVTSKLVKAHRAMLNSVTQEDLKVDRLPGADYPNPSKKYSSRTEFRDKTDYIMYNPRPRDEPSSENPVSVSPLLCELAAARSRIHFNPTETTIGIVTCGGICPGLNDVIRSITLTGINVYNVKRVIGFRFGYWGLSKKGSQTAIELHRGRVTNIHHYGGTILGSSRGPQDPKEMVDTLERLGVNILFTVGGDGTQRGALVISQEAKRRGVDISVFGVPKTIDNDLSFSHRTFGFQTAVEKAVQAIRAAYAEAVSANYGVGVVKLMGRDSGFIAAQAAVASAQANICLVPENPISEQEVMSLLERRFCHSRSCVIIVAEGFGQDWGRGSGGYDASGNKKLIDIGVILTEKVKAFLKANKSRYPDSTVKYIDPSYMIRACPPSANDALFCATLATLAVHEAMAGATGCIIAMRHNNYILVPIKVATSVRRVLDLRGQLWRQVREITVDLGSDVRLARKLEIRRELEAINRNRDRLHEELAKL
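1.25 nM PFK with 0.5 mM F6P and 0.1 mM ATP in 0.1 M TEA pH 8.0, 5 mM MgCl2, incubated 45 min at room temperature; ADP measured by ADP-Glo luminescence; compounds titrated up to 57 uM.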
ELG1 genotoxic – induces genotoxicity in HEK293T cells with luciferase-tagged ELG1. Potency, µM (titrated, usually from 46 µM), for inactives: at the highest dose activity change, positive = activation, usual class: activators. hit rate 1.3% among 330,000. HEK293T ELG1-luciferase reporter, luminescence, 16 h; further: potency means the concentration at half of the fitted maximal effect; % of control where 0% means no effect; nearly all actives have a fitted effect of over 60% in size
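HEK293T cells expressing luciferase-tagged ELG1 were exposed to compound or DMSO vehicle for 16 hr at 37 °C and 5% CO2. Luciferase activity was then measured with ONE-Glo after 30 min at room temperature.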
* = called active by the depositor; ? = inconclusive; . = no result given; [ ] = remark or other dose. Unless noted, the call rests on the fitted dose curve; in most records, active means well fitted curve in the direction sought with a large enough effect; inconclusive means small, poorly fitted or top-dose-only effect, or another doubt; inactive means no such curve, though single readings can be large; an effect the other way counts as inactive or inconclusive. No enrichment for hits; 15% or so of the library scored in one or more.

No.	SMILES	BRCA1 expr act	NPC1 promoter act	RORgamma inh	TRPV1 ag	VP16 counter	FLuc modulator
1	CN(C)CCCNc1nc(-c2ccccc2)c2c(c1C#N)CC(C)(C)OC2	3%	-4%	6%	4	-8%	0%
2	Cc1ccc(S(=O)(=O)CCC(=O)Nc2ccccc2Br)cc1	4%	-1%	-17%	7	0%	5%
3	Cc1cc(NC(=O)C2CC=CCC2C(=O)O)ccc1NC(=O)c1ccccc1 (configuration not stated)	-3%	18%	?	-1	22%	?
4	O=C1C(=O)N(CCN2CCOCC2)C(c2cccnc2)/C1=C(/O)c1ccccc1 (configuration not stated)	.	-9%	5%	4	15%	-2%
5	Cc1ccc(CNC(=O)C(=O)NCC2CCCN2S(=O)(=O)c2cc(C)ccc2C)cc1 (configuration not stated)	-21%	0%	.	13	.	2%
6	CCOC(=O)c1ccc(S(=O)(=O)N2CCN(C3CC(=O)N(c4ccccc4C(F)(F)F)C3=O)CC2)cc1 (configuration not stated)	-4%	-1%	.	2	.	3%
7	Cc1cc(C(=O)NNC(=S)NC(C)c2ccccc2)c2ccccc2n1 (configuration not stated)	-8%	-9%	5µM*	3	-27%	?
8	CN1CCN(CC(=O)Nc2nc3c(s2)CCCC3)CC1	21%	8%	-11%	12	2%	-5%
9	Cc1cccc2cc3cccc(C)c3nc12	2%	-3%	28%	-8	-9%	-3%
10	Cc1ccc(-c2nnc(-c3ccc(NC(=O)c4cccs4)cc3)o2)cc1	-4%	-3%	-10%	0	0%	-1%
11	O=S(=O)(/N=C(/c1ccc(Cl)cc1)N1CCOCC1)c1ccc(Cl)cc1	-4%	1%	3%	22	-3%	2%
12	CC(=O)N1N=C(c2cccc([N+](=O)[O-])c2)OC1(C)c1cccs1 (configuration not stated)	-13%	-1%	-27%	3	22%	2%
13	CC(C)c1ccc(NC2CCCN(C(=O)CCn3cnnn3)C2)cc1 (configuration not stated)	-12%	-3%	14%	15	3%	-2%
14	Oc1ccc(NCc2cccs2)cc1	-36%	-2%	?	2	?	-4%
15	Cc1ccc(-n2nnc(-c3nccs3)n2)cc1	?	?	4µM*	25	5.6µM*	0.12µM*

No.	p53 reactivation	ELG1 DNA repair	Rab9 promoter act	Tb PFK block	ELG1 genotoxic
1	0%	3%	-4%	-2%	-1%
2	1%	-4%	-1%[1.84 µM]	4%	1%
3	-3%	?	15%	2%	-6%
4	-2%	14%	14%	4%	1%
5	-1%	?	-1%	-7%	-5%
6	0%	-2%	-4%	-8%	0%
7	14%	-11%	6%	-2%	1%
8	1%	?	10%	2%	0%
9	-2%	9%	-2%	-1%	-1%
10	-10%	?	-5%	-4%	12%
11	-5%	-1%	3%	0%	0%
12	-2%	18%	17%	2%	-2%
13	17%	18%	12%	-11%	-2%
14	6%	0%	4%	-4%	0%
15	-12%	?	?	-9%	0.23µM*

More compounds follow:
No.	SMILES	BRCA1 expr act	NPC1 promoter act	RORgamma inh	TRPV1 ag	VP16 counter	FLuc modulator
16	Cn1c(C(=O)OC(C(=O)NCc2ccco2)c2ccncc2)cc2sccc21 (configuration not stated)	-24%	-1%	-18%	-6	1%	-1%
17	O=C(COc1ccccc1)OCc1cc(-c2ccco2)on1	0%	-3%	.	?	.	-17%
18	Cc1ccccc1Oc1nc2ccccn2c(=O)c1/C=C(\C#N)C(=O)Nc1c(C)n(C)n(-c2ccccc2)c1=O	-25%	-2%	-22%	0	-14%	8%
19	O=C(Nc1nc(-c2ccc3c(c2)OCO3)cs1)C1COc2ccccc2O1 (configuration not stated)	68%	0%	?	-1	-4%	?
20	COc1ccc(-n2nc(C(=O)NCC(=O)NC3CCCCCC3)c3ccccc3c2=O)c(OC)c1	-2%	-6%	3%	4	-2%	?
21	C#CCNc1cc(-c2ccccc2)nc2ncnn12	-11%	-2%	0%	1	-1%	5%
22	COc1ccc(C(=O)N2CCC(C(=O)NCc3ccccn3)CC2)cc1	7%	-3%	30%	-1	-10%	-2%
23	Cc1nn(C)c(C(=O)Nc2ccc(Cl)c([N+](=O)[O-])c2)c1Cl	-49%	4%	41%	?	-5%	0%
24	COc1ccc(C(=O)O/N=C2\CCCc3nonc32)cc1	-8%	-6%	21%	8	-10%	0%
25	Cc1sc(N)nc1C12CC3CC(CC(C3)C1)C2	-2%	-3%	?	3	-12%	?
26	COc1ccc2c(c1)C1(Nc3ccccc3C(=O)N1c1ccccc1)C(=O)N2 (configuration not stated)	2%	-3%	15%	2	1%	1%
27	Cc1ccc(S(=O)(=O)N2CCCCC2CCNC(=O)C(=O)NCCc2ccco2)cc1 (configuration not stated)	-56%	-24%	.	6	.	-1%
28	Cc1ccc(Cn2c(=N)n(CC(O)COc3ccccc3)c3ccccc32)cc1 (configuration not stated)	-85%	-4%	5µM*	-1	7.1µM*	-1%
29	Cc1cc(C)c2oc(C(=O)Nc3nnc(C(C)C)s3)cc(=O)c2c1	16%	0%	5%	-5	-4%	-11%
30	COc1ccc(S(=O)(=O)N2CCN(CC(=O)Nc3ccccc3OC)CC2)cc1	11%	-5%	-11%	10	-30%	-2%

No.	p53 reactivation	ELG1 DNA repair	Rab9 promoter act	Tb PFK block	ELG1 genotoxic
16	-2%	-5%	10%	3%	-4%
17	1%	?	-5%	-2%	1%
18	-8%	0%	2%	0%	7%
19	13%	-2%	0%	-2%	0%
20	-3%	1%	-8%	3%	7%
21	-1%	6%	0%	-2%	6%
22	-5%	14%	-6%	-3%	1%
23	-5%	13%	12%	3%	6%
24	10%	-13%	-3%	0%	7%
25	4%	8%	0%	-4%	-2%
26	-4%	-6%	-2%	-6%	1%
27	4%	-1%	-22%	2%	-1%
28	-11%	?	-7%	-14%	-10%
29	6%	-3%	2%	-5%	2%
30	1%	28%	2%	-3%	4%

Following part
No.	SMILES	BRCA1 expr act	NPC1 promoter act	RORgamma inh	TRPV1 ag	VP16 counter	FLuc modulator
31	C=CCN(c1cccc(C(F)(F)F)c1)S(=O)(=O)c1cccc(C(=O)OCC(=O)NC)c1	-2%	-3%	-5%	?	-4%	1%
32	COc1ccc(C(=O)NCCc2nnc3ccc(SCC(=O)N4CCCCC4)nn23)cc1	5%	1%	-11%	-4	1%	2%
33	CSc1c(SCc2ccccc2)cnn(Cc2ccccc2)c1=O	-20%	-3%	5.6µM*	?	7.1µM*	-18%
34	CCOC(=O)C1=C(N)N(c2ccc(N3CCCCC3)cc2)C(=O)C1	-17%	1%	33%	4	-2%	-1%
35	Cc1cc(C)nc(NS(=O)(=O)c2ccc(NC(=O)c3ccc(S(=O)(=O)N4CC(C)OC(C)C4)cc3)cc2)n1 (configuration not stated)	-16%	-2%	25%	-7	?	-1%
36	COc1ccc(S(=O)(=O)N2CCOCC2)cc1NC(=O)COc1ccc2c(C)cc(=O)oc2c1	-7%	.	.	.	.	.
37	CCOC(=O)N1CCN(C(=O)CSc2cc(C)nc3c(-c4ccccc4OC)c(C)nn23)CC1	-10%	-5%	20µM*	1	13µM*	-1%
38	COCCCNC(=O)CC1Oc2ccccc2NC1=O (configuration not stated)	-2%	-2%	-21%	-2	2%	11%
39	CCOC(=O)C(NC(C)=O)C(=O)Nc1ccc(C(C)C)cc1 (configuration not stated)	-20%	-2%	6%	0	6%[10 µM]	0%

No.	p53 reactivation	ELG1 DNA repair	Rab9 promoter act	Tb PFK block	ELG1 genotoxic
31	6%	13%	-2%	5%	-2%
32	20%	?	14%	0%	-9%
33	-3%	3%	-7%	-1%	2%
34	4%	2%	5%	-3%	-1%
35	-15%	27%	-4%	-30%	1%
36	5%	2%	.	22%	1%
37	?	-15%	2%	-7%	-9%
38	9%	2%	-3%	1%	-12%
39	-1%	12%	-2%	-2%	2%
